H37Rv inhibition – M. tuberculosis growth inhibition, HTS (AID 449762). M. tuberculosis H37Rv growth inhibition, 7H9 media; higher % means a stronger effect. inhibition, % at 25 µM; hits with a dose series show IC50 in µM. 330,000 compounds, 0.59% hits; in the data active = a potency from the dose series; inconclusive = inhibition above about 70% without an active follow-up result;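 also: bacterial growth assessed after seven days of incubation; strong numbers were not always called active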
influenza NS1A – NS1A inhibition, H1N1 influenza, cell based functional assay (AID 504329); NS1A functional cell-based assay, percent inhibition; higher % means a stronger effect; one-dose inhibition, % at 12.5 µM; IC50 in µM for titrated hits; 340,000 compounds, 0.3% hits; in the data active = a potency from the dose series; inconclusive = inhibition above about 27% without an active follow-up result; also: strong numbers were not always called active
inhibitors of VEEV – inhibitors of VEEV TC-83 cytopathic effect, confirmation, Vero cells (AID 588727) | Vero cells, VEEV TC-83 cytopathic effect inhibition; higher % means a stronger effect | inhibition, % at 20 µM; hits with a dose series show IC50 in µM | 350,000 compounds, 0.13% hits; in the data active = a potency from the dose series; inconclusive = inhibition mostly from about 14% at the one dose, without a potency; inactive = the rest, 99 in 100 with inhibition below about 12%; also: strong numbers were not always called active
tuberculosis growth – growth inhibition of non-replicating M. tuberculosis (AID 488890); Mycobacterium tuberculosis non-replicating, growth inhibition; higher % means a stronger effect; one-dose inhibition, % at 25 µM; IC50 in µM for titrated hits; 320,000 compounds, 0.39% hits; in the data active = a potency from the dose series; inconclusive = inhibition mostly from about 82% at the one dose, without a potency; inactive = the rest, 99 in 100 with inhibition below about 76%;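 also: plate controls were DMSO cells for no effect and high antibiotic wells for full effect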
Salmonella PhoP GFP – PhoP regulon inhibitors, Salmonella typhi PhoP promoter GFP reporter, confirmatory (AID 1850) | Salmonella Typhi PhoP-promoter GFP reporter, fluorescence, 4 h; higher % means a stronger effect | one-dose inhibition, % at 50 µM; IC50 in µM for titrated hits | 310,000 compounds, 0.33% hits; in the data active = a potency from the dose series; inconclusive = inhibition mostly from about 25% at the one dose, without a potency; inactive = the rest, 99 in 100 with inhibition below about 19%;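 also: 0% = induced wells with vehicle and 100% = uninduced wells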
inhibitors of VEEV 10K pilot screen – second read-out of inhibitors of VEEV, no call of its own (marks repeat the call); inhibition, %; measured here: 10K pilot screen inhibition
An asterisk follows results filed as active; i = inactive; ? = inconclusive; · = no result given; & = joins results of further samples.

Start of the data: the first 4 entries, ahead of the listing:
SMILES	H37Rv inhibition	influenza NS1A	inhibitors of VEEV	tuberculosis growth	Salmonella PhoP GFP	others
CCOC(=O)C(/C=C(\C#N)C(=O)OCC)=C(/N)N1CCN(c2c(C)cccc2C)CC1	1%	-16%	1.1%	2%	-16%
CS(=O)(=O)c1cccc(NC(=O)c2ccc(Cl)c(Cl)c2)c1	13%	1%	4.7%	62%	-6%
CCOCc1nc(C)c(Cl)c(NS(=O)(=O)c2ccc(N)cc2)n1	-14%	-12%	1.4%	23%	1%
Cc1ccc(-c2[nH]ncc2C(=O)c2ccccc2C)c(O)c1	-3%	-20%	2.7%	2%	-3%

Main list, from the first entry:
SMILES	H37Rv inhibition	influenza NS1A	inhibitors of VEEV	tuberculosis growth	Salmonella PhoP GFP	others
CCOC(=O)C(/C=C(\C#N)C(=O)OCC)=C(/N)N1CCN(c2c(C)cccc2C)CC1	1%	-16%	1.1%	2%	-16%
CS(=O)(=O)c1cccc(NC(=O)c2ccc(Cl)c(Cl)c2)c1	13%	1%	4.7%	62%	-6%
CCOCc1nc(C)c(Cl)c(NS(=O)(=O)c2ccc(N)cc2)n1	-14%	-12%	1.4%	23%	1%
Cc1ccc(-c2[nH]ncc2C(=O)c2ccccc2C)c(O)c1	-3%	-20%	2.7%	2%	-3%
CN(C)c1ccc(C(C(=O)NC2CCCC2)N(C(=O)c2ccco2)C2CC2)cc1 (centres undefined)	3%	0%	0.2%	-6%	9%
Cc1nn(C(=O)c2cc3sccc3[nH]2)c(C)c1C	-3%	-10%	i	11%	-9%
COc1ccc(-c2csc(N(CCCN(C)C)C(=O)c3cccs3)n2)cc1	16%	7%	i	48%	14%
CCn1ncc(CN2CCN(Cc3ccc(OC)c(C)c3C)C(CCO)C2)c1C (centres undefined)	-4%	5%	0.6%	6%	0%
NC(=O)COC(=O)c1ccc(-c2ccccc2)cc1	20%	-14%	0.4%	31%	10%
C/C(N)=C(/C#N)C(=O)CSc1n[nH]c(-c2ccccc2Br)n1	6%	-1%&-8%	6.4%	1%	1%
CN(CCc1ccccc1)C1CCCN(C(=O)Cn2cccn2)C1 (centres undefined)	6%	5%	i	9%	-2%
COc1cc(C)ccc1S(=O)(=O)n1nc(C)cc1C	-6%	1%	i	-14%	-1%
O=C(Nc1cccc(O)c1)c1cccc(C(=O)Nc2cccc(O)c2)c1	4%	7%	0.5%	-6%	-7%
CN(C(=O)C(Cl)Cl)C1CC2C=CC1C2 (centres undefined)	9%	-1%	0.6%	4%	8%
O=C(CSc1nnc(-c2cccc(Cl)c2)o1)Nc1ccc2c(c1)OCCO2	-20%	-1%	1.1%	40%	0%
Cc1noc2ncnc(Oc3cc(Cl)ccc3Cl)c12	3%	-7%	0.1%	6%	-5%
CCOC(=O)N1CCC(NC(=O)C2CCC(CNS(=O)(=O)c3ccc(OC)cc3)CC2)CC1 (centres undefined)	·	-3%	3.4%	·	·
N#Cc1ccc(C(=O)CSc2nnc(-c3ccc(C(F)(F)F)cn3)s2)cc1	-5%	13%	4.0%	7%	1%
O=S(=O)(NC1CCCCCCC1)c1ccccc1F	6%	-13%	i	18%	-3%
Cc1c(C(=O)NCC2COc3ccccc3O2)oc2ccc(S(=O)(=O)N(C)C3CCCCC3)cc12 (centres undefined)	5%	1%	1.4%	16%	-12%
Cc1cc(CSCc2ccc(Cl)cc2)no1	10%	-28%	0.5%	57%	1%
O=C(Nc1ccc([N+](=O)[O-])cc1)Nc1ccc2[nH]c(=O)[nH]c2c1	2%	-4%	1.8%	5%	16%
O=C(CNC(=O)c1ccc(S(=O)(=O)N2CCCC2)cc1)N/N=C/c1ccco1	5%	-14%	0.7%	-19%	-10%
COc1ccc2c(CC(=O)NNC(=O)c3ccc(C)cc3)coc2c1	-5%	-17%	4.4%	56%	·
COCCn1ccc(O)c(Cc2ccccc2)c1=O	-7%	23%	2.0%	-14%	-8%
SMILES	H37Rv inhibition	influenza NS1A	inhibitors of VEEV	tuberculosis growth	Salmonella PhoP GFP	others
CC(CC(=O)NNC(=O)c1cccc(Cl)c1)c1ccccc1 (centres undefined)	9%	-1%	1.2%	-5%	1%
COc1cc2c(cc1OC)CN(CC(=O)Nc1ccc(Cl)cc1Cl)CC2	8%	24%	i	27%	-16%
Cc1ccccc1NC(=O)CC(O)(C(F)(F)F)C(F)(F)F	2%	-7%	i	33%	-6%
Cc1cs/c(=N\N=C\c2ccccc2)n1Cc1ccco1	-2%	6%	0.3%	5%	-7%
O=C(c1ccc2[nH]ccc2c1)N1CCCC(Nc2ccccc2)C1 (centres undefined)	1%	1%	2.7%	4%	0%
O=C(NC1CCN(S(=O)(=O)c2ccccc2)CC1)c1cccc(F)c1	3%	-3%	0.3%	43%	-7%
COCC1CCCC1OS(N)(=O)=O (centres undefined)	15%	5%	0.4%	14%	7%	inhibitors of VEEV 10K pilot screen=0.3
O=C(CSc1cccc[n+]1[O-])Nc1cc(S(=O)(=O)N2CCOCC2)ccc1Cl	2%	1%	0.4%	0%	5%
CC(=O)Nc1ccc(S(=O)(=O)NC2CC3CCC2C3)cc1 (centres undefined)	5%	-1%	0.6%	6%	6%
CC1CC=C(c2ccccc2)C(=S)N1 (centres undefined)	-1%	1%	1.2%	29%	5%
S=C1NCCOCCOCCOCCOCCNC(=S)NCCOCCOCCOCCOCCN1	-4%	3%	2.2%	52%	5%
Cc1nn2c(N3CCN(C(=O)c4ccco4)CC3)cc(C(C)(C)C)nc2c1-c1ccccc1	30%	·	·	30%	-6%
CCOC(=O)c1ccc(N2C(=O)CC(N3CCC(Nc4ccc(F)cc4)CC3)C2=O)cc1 (centres undefined)	-1%	13%	i	31%	1%
CC(C)Cc1c(O)nc(SCCN2CCOCC2)[nH]c1=O	-6%	-6%	i	-4%	7%
C=CCNC(=O)Cn1nc(-c2ccccc2)ccc1=O	-14%	-8%	1.0%	-8%	2%
O=C(NCCO)c1cc2c([nH]c3ccccc32)c(-c2ccc(F)cc2)n1	-6%	6%	7.6%	2%	0%
Cc1ccccc1-c1nnc(SCC(=O)NC2CCCC2)o1	3%	-8%	1.4%	?	0%
COc1cccc(-n2c(N)c(C#N)c3ccc([N+](=O)[O-])cc3c2=O)c1	6%	·	·	11%	0%
Cc1ccc(CCN2CC(C(=O)NCCCN3CCC(C)CC3)CC2=O)cc1 (centres undefined)	9%	-4%	0.1%	-1%	-11%
Cc1cc(C)n(CCCNC(=O)C2CC(=O)N(Cc3ccccc3)C2)n1 (centres undefined)	-5%	0%	0.9%	-9%	4%
O=C(CNC(=S)NC(=O)c1ccc(Br)o1)c1ccccc1	-7%	2%	i	8%	-7%
O=C(CSc1ccc(F)cc1)N1CCC(c2nc3ccccc3s2)CC1	4%	8%	5.9%	41%	-6%
Cc1ccc(/C=C/C(=O)Nc2nc3ccccc3[nH]2)cc1	-1%	-3%	0.5%	-11%	-23%
CCNC(=S)N(C)CCc1cc2c(c(OC)c1C=C1C(=O)N(C)C(=O)N(C)C1=O)OCO2	2%	·	1.2%	-2%	-5%
COc1ccc(-c2noc(CCC(=O)N3CCN(c4cccc(Cl)c4)CC3)n2)cc1	·	-8%	10%	·	·
SMILES	H37Rv inhibition	influenza NS1A	inhibitors of VEEV	tuberculosis growth	Salmonella PhoP GFP	others
COc1ccc(N2CCN(C(c3cccs3)c3nnnn3C3CCCC3)CC2)cc1 (centres undefined)	0%	14%	0.6%	15%	8%
O=C(c1nc(-c2ccccc2)n(-c2ccccc2)n1)N1CCCCCC1	4%	-2%	2.1%	1%	-11%
CCOc1ccc(S(=O)(=O)N2CCC(C(=O)N3CCN(C)CC3)CC2)cc1Cl	5%	5%	i	8%	7%
O=C(CCN1CCCCCC1)Nc1ccc(F)cc1	2%	-1%	0.5%	-13%	-8%
Cc1ccc(C(=O)NNC(=O)c2ccc(S(=O)(=O)N3CCCCC3)cc2)cc1	-3%	-2%	1.1%	3%	·
N#CCCN1CCN(S(=O)(=O)c2ccc(C3CCCCC3)cc2)CC1	5%	-4%	0.5%	28%	·
O=S(=O)(NCC(c1ccco1)N1CCN(c2ccc(F)cc2)CC1)c1ccc(F)cc1 (centres undefined)	3%	1%	0.2%	-5%	-11%
COc1ccc(/C=C2/NC(=O)N(Cc3ccccc3F)C2=O)cc1OC	2%	-4%	1.1%	-6%	5%
CCCCN(C(=O)C1CC(=O)N(c2ccc(CC)cc2)C1)c1c(N)n(CCC)c(=O)[nH]c1=O (centres undefined)	·	-2%	0.6%	·	·
Cn1c(SCC(=O)Nc2ccc3c(c2)OCCO3)nnc1C(F)(F)F	3%	-9%	0.5%	-8%	·
CC1CC(C)CN(CC(O)COCc2ccccc2F)C1 (centres undefined)	1%	-1%	i	-21%	13%
C[C@H](NC(=O)c1ccco1)C(=O)NNC(=O)c1ccc(F)cc1	0%	-13%	4.4%	2%	·
CCOC(=O)c1cc2sccc2n1CC(=O)N1CCN(C(=O)c2ccco2)CC1	-2%	-7%	i	1%	-10%
O=C(O)c1cccc(NC(=S)N/N=C/c2ccccc2OCc2ccc(Br)cc2)c1	12%	-3%	8.0%	-21%	-13%
COC(=O)CCC(=O)Nc1cc(OC)c(OC)cc1Cc1nccc2cc(OC)c(OC)cc12	3%	-1%	0.3%	-14%	-5%
CCOc1cc(N2CCOCC2)c(OCC)cc1NC(=O)c1ccc(NC(C)=O)cc1	0%	6%	8.3%	-14%	-6%
COC(=O)C(NNc1ccc(F)cc1)(NC(=O)c1ccccc1)C(F)(F)F (centres undefined)	-7%	21%	i	13%	-4%
COc1ccc2c(C)cc(SCC(=O)N(C)C3CCS(=O)(=O)C3)nc2c1 (centres undefined)	5%	-2%	0.4%	9%	1%
Cc1ccc2nc(N=C(N)N)nc(C)c2c1	12%	5%	1.5%	·	15%
O=C(O)C1CC(=O)N(CCc2c[nH]c3ccccc23)C1 (centres undefined)	-2%	-15%	2.9%	-1%	-10%
COc1ccccc1NC(=O)C(C)OC(=O)Cc1ccsc1 (centres undefined)	·	-4%	1.3%	·	·
CC(=O)Nc1ccc(Cc2ccc3[nH]c(=O)cc(C)c3c2)cc1	2%	·	·	-17%	-3%
COc1ccc(OCC(=O)NCCc2ccc(S(N)(=O)=O)cc2)cc1	2%	-7%	2.7%	7%	2%
COc1ccccc1NC(=O)COc1ccc(C(=O)NCc2ccccc2)cc1OC	25%	-4%	9.4%	51%	·
CN(C(=O)CC1C(=O)NCCN1Cc1c(F)cccc1Cl)C1CCOCC1 (centres undefined)	-5%	10%	3.2%	7%	-20%
S=c1[nH]nc(Cn2cnc3ccccc32)n1-c1ccccc1Cl	-10%	-13%	1.2%	25%	-4%
O=[N+]([O-])c1cccc(CSc2nnc3ccccn23)c1	3%	-6%	0.6%	4%	3%

Four successive compounds already listed, quoted:
SMILES	H37Rv inhibition	influenza NS1A	inhibitors of VEEV	tuberculosis growth	Salmonella PhoP GFP	others
COC(=O)CCC(=O)Nc1cc(OC)c(OC)cc1Cc1nccc2cc(OC)c(OC)cc12	3%	-1%	0.3%	-14%	-5%
CCOc1cc(N2CCOCC2)c(OCC)cc1NC(=O)c1ccc(NC(C)=O)cc1	0%	6%	8.3%	-14%	-6%
COC(=O)C(NNc1ccc(F)cc1)(NC(=O)c1ccccc1)C(F)(F)F (centres undefined)	-7%	21%	i	13%	-4%
COc1ccc2c(C)cc(SCC(=O)N(C)C3CCS(=O)(=O)C3)nc2c1 (centres undefined)	5%	-2%	0.4%	9%	1%

Source: PubChem BioAssay (Southern Research Specialized Biocontainment Screening Center)
